# BRCA1 expr up – BRCA1 expression activation | MCF7-BRCA1-FFLuc reporter, luminescence, 48 h; response scale: scaled: vehicle 0%, 10 µM genistein 100% | Potency, µM (top dose mostly 46.1 µM), for inactives: at the top dose activation, most hits filed as activators | actives 1.1% (n = 380,000); active = well fitted activation curve with a large enough effect; inconclusive = small, poorly fitted or top-dose-only effect; inactive = no such curve, though single readings can be large or run the other way; also: nearly all actives have a fitted effect of over 80% in size; some results filed as inactive show a strong effect at the top dose
#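 Compounds are tested at multiple concentrations on MCF7 BRCA1-luciferase reporter cells seeded at 2000 per well; after 48 h, a single luminescence end-point is taken and curves fitted to the normalized data.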
# * = called active by the depositor; ? = inconclusive. Potency is read from the fitted curve at half-maximal effect. The list is partial (hit frequency here may not be typical).
SMILES,BRCA1 expr up
OC[C@@H]1CN(Cc2ccc(F)cc2)C[C@H](n2cnc3c(NC4CC4)ncnc32)O1,12.2%
CCn1cc(/C=C(\NC(=O)c2ccccc2)C(=O)NCCN2CCOCC2)c2ccccc21,-8.0%
Nc1ccn([C@@H]2O[C@H](C(=O)Nc3ccc(C(=O)N4CCCCC4)cc3)[C@@H](O)[C@H]2O)c(=O)n1,9.4%
CC(C)Oc1ccc(S(=O)(=O)N2CCOCC2)cc1NC(=O)CC1CC2CCC1C2 (centres undefined),21.5%
COc1cccc(-c2cc(NC=O)c3ncc(-c4ccc(OC)c(OC)c4)n3c2)c1,-64.1%
COC(=O)[C@]12CCCCC=C1N(CCC1=CCCCC1)C(=O)[C@H](CC(=O)N1CCN(C(=O)c3ccco3)CC1)C2,-13.8%
COc1ccc(NC(=O)C2Cc3c(-c4cccc(C(C)=O)c4)ccnc3O2)cc1 (centres undefined),-37.9%
Cc1ccc(F)cc1C(=O)N1CCCC(C)(C(=O)NS(=O)(=O)C2CC2)C1 (centres undefined),10.0%
CCOC(=O)Cn1nc2oc(=O)c(CCN3CCN(c4ccccc4OC)CC3)c(C)c2c1C,2.5%
O=C(CNc1cccc(S(=O)(=O)N2CCCCC2)c1)Nc1ccc(C(F)(F)F)cc1,-46.0%
Cc1noc(NS(=O)(=O)c2ccc(NS(=O)(=O)c3ccc(C(C)(C)C)cc3)cc2)c1C,1.4%
CCCCCCNC(=O)O[C@]12C[C@@H](C(=O)OC)[C@@H](C(=O)OC)C[C@@]1(O)CN(S(=O)(=O)c1ccc(C)cc1)C2,3.1%
O=c1[nH]c2ccc(Br)cc2c(=O)o1,-33.7%
C/C=C/c1cccc(-c2nc(C(=O)N3CCOCC3)cc3c2[C@@H](CCO)N(C(=O)NC(C)C)C3)c1,13.8%
CN1CCCC1=Nc1ccccc1,3.6%
OC(CN1C=CCc2ccccc21)c1ccc(Cl)cc1Cl (centres undefined),?
C[C@H](CO)N1C[C@H](C)[C@@H](CN(C)S(=O)(=O)c2ccccc2F)Oc2ncc(C#Cc3cccnc3)cc2C1=O,0.8%
Cn1cc(-c2ccc3c(c2)OCO3)c2ccccc21,24.2%
CCCS(=O)(=O)NC(=O)C1(C)CCN(C(=O)c2ccccc2F)C1 (centres undefined),7.4%
CCOC(=O)C1CCCN(C(=O)c2cccs2)CC1 (centres undefined),3.8%
C[C@@H]1CN([C@@H](C)CO)C(=O)c2cc(Br)cnc2O[C@@H]1CN(C)C(=O)C1CCCCC1,2.9%
C#Cc1ccc(NC(=O)C2(C)CCN2C(=O)Cc2ccc(-c3ccccc3)cc2)cc1 (centres undefined),-47.3%
COc1ccc(CN(C)C[C@H]2OCCCC[C@@H](C)Oc3ccc(NC(=O)c4ccccc4)cc3C(=O)N([C@H](C)CO)C[C@@H]2C)cc1,8.9%
O=C(NC(=S)Nc1ccc([N+](=O)[O-])cc1)c1ccco1,57.8%
Cc1cccc(C)c1NC(=O)C1(C)CCC(=O)N1CCc1c[nH]c2ccccc12 (centres undefined),-3.1%
Cc1ccc2ccc(C#N)cc2c1O,7.2%
CC(C)NC(=O)C1(C)CCCN1Cc1csc2ccccc12 (centres undefined),-7.4%
O=C(COc1ccccc1C(=O)Nc1cccnc1)Nc1ccc(Br)cc1,-17.1%
Cc1noc(C)c1-c1ccc(C(=O)NCc2ccccc2)c2occc12,-38.9%
CCCCn1nnnc1C(c1cc2ccccc2o1)N1CCCC1 (centres undefined),-13.0%
Cc1onc(-c2ccccc2)c1C(=O)N1CCCC(C)(C(=O)NS(=O)(=O)C2CC2)C1 (centres undefined),8.1%
CC(=O)c1cccc(-c2ccnc3c2CC(C(=O)NCc2ccncc2)O3)c1 (centres undefined),0.0%
Cc1ccc(NC(=O)CN(C)C(=O)C2CSC3(C)CCC(=O)N23)cc1 (centres undefined),2.8%
Cc1ccc(Cc2c(-c3ccc(C#N)cc3)nc3ccc(Br)cn23)cc1,48.1%
Cc1ccc(CS(=O)Cc2ccc(C(=O)NCCCc3ccccc3)o2)cc1 (centres undefined),1.7%
CC(C)n1c(=O)c2ccccc2n1CC(=O)N1CCOCC1,19.5%
Fc1ccc(NC(=S)SCc2ccc3c(c2)OCO3)cc1F,-24.2%
Cc1noc(C)c1NC(=O)N(C)C[C@@H]1OCc2ccccc2-c2c(n(C)c3ccccc23)C(=O)N([C@H](C)CO)C[C@H]1C,-11.5%
O=C(c1ccccc1F)N1CCC2CC1c1cc(N3CCCCC3)ccc12 (centres undefined),2.5%
NC(c1ccccc1)c1csc(NC(=O)Nc2ccc(OC(F)(F)F)cc2)n1 (centres undefined),-9.8%
CCCNC(=O)C1(C)CCN(C(=O)c2ccccc2OC(F)(F)F)C1 (centres undefined),9.6%
O=C(NCc1cc2ccccc2[nH]1)C1CCC(=O)N(CC2CCCCC2)C1 (centres undefined),-42.9%
COc1cccc(-c2cnc3cccnn23)c1,12.6µM*
CC(=O)NCCNc1nc2cc(-c3cnn(CCC(C)C)c3)sc2c(=O)n1C,-15.2%
CCCS(=O)(=O)NC(=O)C1(C)CCN(C(=O)c2cc(C)on2)C1 (centres undefined),-12.0%

# Next section (four carried over from the part before).
SMILES,BRCA1 expr up
O=C(NCc1cc2ccccc2[nH]1)C1CCC(=O)N(CC2CCCCC2)C1 (centres undefined),-42.9%
COc1cccc(-c2cnc3cccnn23)c1,12.6µM*
CC(=O)NCCNc1nc2cc(-c3cnn(CCC(C)C)c3)sc2c(=O)n1C,-15.2%
CCCS(=O)(=O)NC(=O)C1(C)CCN(C(=O)c2cc(C)on2)C1 (centres undefined),-12.0%
C/C(Nc1ccc(Cl)c(Cl)c1)=C1/CCOC1=O,5.3%
CCOC(=O)CCCCCC(=O)Nc1ccc2c(c1)C(=O)N([C@H](C)CO)C[C@H](C)[C@H](CN(C)C(=O)C1CCCCC1)OCCCC[C@@H](C)O2,-16.8%
Clc1ccc2nc(C3CCCCC3)c(Cc3ccsc3)n2c1,5.8%
NC(=O)N/C=C1\CCCOC1=O,0.9%
CC(=O)NCCNC(=O)C1Cc2c(-c3ccc(Cl)cc3)ccnc2O1 (centres undefined),2.2%
O=[N+]([O-])c1ccc2c(c1)-c1ccccc1C2O (centres undefined),3.9%
CCCC(=O)N1CCC1(C)C(=O)NS(=O)(=O)c1ccc(Cl)cc1 (centres undefined),4.6%
CCCc1nc2c3ccccc3ccn2c1Cc1ccc(OC)cc1C,2.4%
O=C(COC(=O)CSc1ccccc1)NC1CCS(=O)(=O)C1 (centres undefined),-5.7%
CC(=O)O[C@@H](Cc1ccc(O)cc1)C(=O)CC(C)C,-9.9%
CNc1ncnc2c1ncn2[C@H]1CN(Cc2ccco2)C[C@@H](CO)O1,22.4%
CCOC(=O)[C@]12CCC=C1N(Cc1cccc3ccccc13)C(=O)[C@H](CC(=O)NCCC(C)C)C2,-36.8%
COC(=O)C1=C(C(=O)OC)C(C(=O)OC)N2C=CC=CC2=C1C(=O)OC (centres undefined),-7.8%
O=C1NC[C@@H](CCCCN2C[C@H](Cc3ccc(O)cc3)N(Cc3ccccc3)C(=O)C2=O)N(CC2CCCCC2)C1=O,-2.8%
COc1ccc(C(=O)N2CCCCC2c2cc(C(=O)Nc3ccccc3)no2)cc1 (centres undefined),8.5%

# Part of the list above, as tab-separated lines:
Compound	BRCA1 expr up
CCOC(=O)[C@]12CCC=C1N(Cc1cccc3ccccc13)C(=O)[C@H](CC(=O)NCCC(C)C)C2	-36.8%
O=C1NC[C@@H](CCCCN2C[C@H](Cc3ccc(O)cc3)N(Cc3ccccc3)C(=O)C2=O)N(CC2CCCCC2)C1=O	-2.8%

# The list continues:
SMILES,BRCA1 expr up
CCNC(=O)C1CCCN(C(=O)c2ccc(OC)cc2OC)CC1 (centres undefined),0.6%
C[C@@H]1Cc2[nH][nH]c(=O)c2[C@H](C)O1,10.9%
O=C(NCc1cccc(Cl)c1)c1ccc(-c2ccc(F)c(F)c2)c2ccoc12,0.0%
COc1ccc(C(C)(O)c2nc(-c3cncnc3)cs2)cc1 (centres undefined),13.2%
Cc1cc(C)cc(C(O)c2ncc(-c3ccc(F)cc3)[nH]2)c1 (centres undefined),2.6%
COc1ccc(C(NC(=O)C2CCN(CCOc3ccc(Cl)cc3Cl)CC2)c2cccs2)cc1 (centres undefined),0.0%
COc1cc2c(NC3CCN(C(C)C)CC3)nc(N3CCCN(C)CC3)nc2cc1OCCOCCN1CCCC1,-58.3%
COc1ccc(C)cc1S(=O)(=O)N1CCCC(N2CCN(c3ccccc3)CC2)C1 (centres undefined),-21.4%
O=C1c2ccccc2-c2ccccc2NC1O (centres undefined),34.3%
CC(OC(=O)c1ccc(NC(=O)CC#N)cc1)C(=O)Nc1ccc(S(=O)(=O)N2CCCC2)cc1 (centres undefined),3.4%
Cc1cc(C(=O)N2CCC2(C)C(=O)O)nn1C(C)(C)C (centres undefined),5.2%
Cc1noc(C)c1-c1ccc(C(=O)NCCN2CCOCC2)c2occc12,-12.0%
CC1=CC(=O)C=CC1=Nc1ccc(N(C)C)cc1,-63.5%
CCN(CC(=O)Nc1c(F)cccc1F)C(=O)CCCSc1nc2ccccc2[nH]1,-2.1%
CC(=O)NC(c1ccccc1)c1nc(-c2cncnc2)cs1 (centres undefined),0.3%
COc1cc(C=CC(=O)N2CCN(CC(=O)N3CCCC3)CC2)cc(OC)c1OC,6.1%
COC(=O)c1cc(=O)nc(NN=Cc2ccc(C)cc2)s1,8.7%
CC1CCN(C(=O)COC(=O)c2cccc(S(=O)(=O)N3CCOCC3)c2)CC1,1.9%
COc1ccc(C(NC(=O)C2CCN(Cc3ccc(Oc4ccccc4)cc3)CC2)c2ccccc2C)cn1 (centres undefined),-5.3%
CCc1nc2c(OCCOc3ccc(F)cc3)cccn2c1N(C)C(=O)CC(C)C,-28.2%
OCC1OC(Nc2ccccc2C=NO)C(O)C1O (centres undefined),19.4%
CC(C)N(C)c1ncnc2c1ncn2[C@H]1CN(Cc2ccc(-c3ccccc3)cc2)C[C@@H](CO)O1,-48.6%
O=C(c1[nH]c(C(F)(F)F)nc1-c1ccccc1)N1CCC(Cc2ccccc2)CC1,11.0%
COc1ccc(C(=O)Nc2ccc3c(c2)OCO3)cc1S(=O)(=O)N1CCOCC1,6.4%
CCCCN(C)c1c(C)nc2ccc(C(=O)NCc3ccc(OC)cc3)cn12,-9.4%
CC(=O)N1CCc2cc(NC(=O)C3(C)CCN3Cc3ccccc3Cl)ccc21 (centres undefined),10.7%
CC1=C(C(=O)N(C)C)CC(CC(=O)NC2CCCC2)C(=O)N1CCCN1CCCC1=O (centres undefined),6.6%
CC(C)C[C@H]1CN([C@@H](Cc2ccccc2)CN2CCC[C@@H]2CN2C(=O)C(=O)NC[C@@H]2Cc2ccc(O)cc2)C(=O)C(=O)N1CC1CCCCCC1,18.3%
O=C(NC(c1ccccc1)c1ccc2ccccc2n1)C1CCN(CCOc2ccc(Cl)cc2Cl)CC1 (centres undefined),-46.9%
CCC(C)C(CO)NCCCn1cnc2c(OC)ncnc21 (centres undefined),17.3%

# Some values from the list:
# BRCA1 expr up with CC1CCN(C(=O)COC(=O)c2cccc(S(=O)(=O)N3CCOCC3)c2)CC1 → 1.9%
# BRCA1 expr up with COc1cc(C=CC(=O)N2CCN(CC(=O)N3CCCC3)CC2)cc(OC)c1OC → 6.1%
# BRCA1 expr up with COC(=O)c1cc(=O)nc(NN=Cc2ccc(C)cc2)s1 → 8.7%
# BRCA1 expr up with CC1=C(C(=O)N(C)C)CC(CC(=O)NC2CCCC2)C(=O)N1CCCN1CCCC1=O (centres undefined) → 6.6%
# BRCA1 expr up with CCCCN(C)c1c(C)nc2ccc(C(=O)NCc3ccc(OC)cc3)cn12 → -9.4%

# Other structures follow:
SMILES,BRCA1 expr up
COc1ccc(NC(=O)C[C@H]2C(=O)N(C3CCCCC3)C[C@@H]2c2ccccc2)cc1,0.3%
CC1(C(=O)O)CCN1C(=O)c1cccc(C(F)(F)F)c1 (centres undefined),27.2%
Cc1cc2oc(=O)cc(CN3CCCC3)c2cc1C,22.3%
Cc1cccc(NC(=O)c2nc[nH]c2C(=O)Nc2ccccc2F)c1,-1.4%
CCOC(=O)C1=C[C@@H](C(C)C)N(S(=O)(=O)c2ccc(C)cc2)[C@H]1c1ccccc1F,-27.4%
COc1ccccc1NC(=O)COC(=O)c1c(NC(C)=O)sc(C)c1C,-32.4%
CCNC(=O)C1(C)CCN(Cc2cccc(C(F)(F)F)c2)C1 (centres undefined),-2.4%
COc1ccc(N(CC(=O)NCc2cccs2)S(=O)(=O)c2ccc(C(C)=O)cc2)cc1,-7.8%
COc1cccc(Nc2nc(C(N)Cc3ccc(C(F)(F)F)cc3)cs2)n1 (centres undefined),-68.9%
COc1ccc(NC(=O)c2cccc3c(-c4cnn(C)c4)coc23)cc1,4.5%
O=C1c2ccccc2C(c2nnnn2Cc2ccccc2)N1CCc1ccc(O)cc1 (centres undefined),18.9%
Cc1ccc(-c2cnc(C(O)c3cc(C)cc(C)c3)[nH]2)cc1 (centres undefined),-17.8%
CCC(c1nnnn1-c1ccc2c(c1)OCCO2)N1CCN(c2ccccc2OC)CC1 (centres undefined),-25.7%
CC(=O)Nc1ccc(C(=O)N2CCCCC2c2cc(C(=O)Nc3cccc4c3CCCC4)no2)cc1 (centres undefined),-45.8%
CNc1cncc(-c2ccc(OC)cc2OC)n1,1.1%
COc1cc(C(=O)N2CCCCC2c2cc(C(=O)N3CCOCC3)no2)cc(OC)c1C (centres undefined),15.4%
COc1ccccc1Cc1c(-c2ccc(C#N)cc2)nc2ccc(Br)cn12,4.9%
O=C(NCC1CC1)c1ccc2nc([C@@H]3O[C@H](CO)[C@H](O)[C@H](O)[C@H]3O)[nH]c2c1,3.9%
CCCCn1nnnc1C(c1cc2ccccc2o1)N1CCN(CC(=O)NC(C)C)CC1 (centres undefined),13.2%
COc1ccc(C(=O)N(C)[C@H]2C[C@H]3c4[nH]c5ccccc5c4CCN3C[C@H]2[C@H](C)O)cc1,-35.0%
COc1cccc(NC(=S)NC(Cc2ccccc2)c2ccccc2)c1 (centres undefined),-27.6%
COCc1cccc(-c2csc(C(O)c3cccc(OC)c3)n2)c1 (centres undefined),-11.1%

# Screens from PubChem BioAssay.
